Compound activity from PubChem.
PDI turbidity = inhibitors of human PDI, primary screen, biochemical, turbidity, single point, plate reader | hit rate 0.052% among 350,000 | inhibition, % at 10 µM | AID 588391, 2011 | PDI insulin aggregation turbidity, A650, 90 min | Protein disulfide-isomerase (Homo sapiens), P07237;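 active means mean inhibition across replicates of 30% or more, whatever share of single replicates reach that level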;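 further: absorbance from insulin aggregation driven by PDI reduction with DTT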
Target sequence (P07237 whole entry, looked up): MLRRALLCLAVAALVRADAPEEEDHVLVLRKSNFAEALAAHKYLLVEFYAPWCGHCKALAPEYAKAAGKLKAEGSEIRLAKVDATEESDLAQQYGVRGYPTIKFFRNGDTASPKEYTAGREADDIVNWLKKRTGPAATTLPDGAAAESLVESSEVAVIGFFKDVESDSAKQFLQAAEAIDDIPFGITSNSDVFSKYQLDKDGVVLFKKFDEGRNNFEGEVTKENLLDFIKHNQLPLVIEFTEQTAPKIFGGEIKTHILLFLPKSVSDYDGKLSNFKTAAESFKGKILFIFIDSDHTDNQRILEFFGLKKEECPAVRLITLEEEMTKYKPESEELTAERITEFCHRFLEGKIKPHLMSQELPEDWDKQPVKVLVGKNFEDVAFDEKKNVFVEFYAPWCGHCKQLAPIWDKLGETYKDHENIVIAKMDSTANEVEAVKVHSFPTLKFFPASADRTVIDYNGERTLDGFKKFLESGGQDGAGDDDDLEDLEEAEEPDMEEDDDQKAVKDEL
HIF-2a block = HIF-2a reporter inhibitors, primary screen, luminescence, 786-0 RCC cells | 786-0 RCC cells HIF-2a reporter, luciferase luminescence, overnight | inhibition, % at 18.8 µM | hit rate 0.72% among 360,000;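 active means inhibition of the luminescence signal of 40% or more relative to plate controls, in a single-dose primary screen at 18.75 µM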
aDG glyco act = activators of alpha-DG glycosylation, primary screen, uHTS, Pro5-aDG cells, AlphaScreen; alpha-DG glycosylation AlphaScreen (IIH6); 0% Pro5, 100% B10-LARGE cell signal; activation, % at 10 µM; hit rate 0.22% among 360,000; AID 624168, 2012;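 active means activation of at least 8% versus controls, or a plate z-score of at least 8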;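 further: Pro5 are CHO cells carrying HIG-tagged alpha-DG that lacks glycosylation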
Vif imaging = HIV Vif self-association inhibitors, primary screen, imaging, HEK293T, single point | HEK293T cells, Vif self-association by quenched fluorescence, 24 h | inhibition, % at 7.49 µM | hit rate 0.35% among 340,000; in the data active means inhibition above about 50%, passing the limit was not always enough; further: some results filed as inactive read as strong as hits
CaV13 FRET inh = Primary screen for inhibitors of IQ motif and Ca2+-dependent inactivation inhibitor domain binding in CACNA1D, Förster resonance energy transfer in living cells, …; HEK cells, CFP/YFP FRET ICDI-IQ, plate reader, 10 min; percent FRET-ratio fall versus neutral wells; inhibition, % at 12.3 µM; hit rate 0.098% among 340,000;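 active means mean replicate inhibition of at least 30% and at least 1% of replicates passing that level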;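 further: 0% = median of the neutral control wells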
Peg3 promoter = Peg3 promoter-driven luciferase inhibitors, primary screen, cell-based, HeLa, luciferase luminescence; hit rate 1.7% among 360,000; HeLa PEG-Prom luciferase reporter, overnight; inhibition, % at 20 µM;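 active means inhibition of at least 50% at 20 µM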
MITF TRPM1 inh = inhibitors of MITF-dependent TRPM1 promoter reporter, primary screen, cell-based, SK-MEL-5, single point, luciferase; hit rate 0.83% among 330,000; inhibition, % at 12.5 µM; SK-MEL-5 TRPM1 promoter luciferase, 24 h;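 active means mean inhibition across replicates of 60% or more, whatever share of single replicates reaches that level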; further: values of inactives mirror those of a sister screen read the other way
iPSC survival up = enhancers of single-cell hiPSC survival, primary screen, ATPlite luminescence. 100% = ROCK inhibitor wells, 0% = DMSO. survival enhancement, % at 20 µM. hit rate 0.044% among 360,000. AID 602274, 2012; in the data active means survival enhancement above about 18%;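 further: cells exposed to compounds for 16 hours before the ATP read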
NR2E3 ag-1 = NR2E3 agonists in two-hybrid cells, primary screen, cell-based, luminescence, CHO-S, Gal4-NCOR/VP16-NR2E3. luciferase. inhibition of corepressor binding, % at 3.98 µM. hit rate 0.35% among 360,000. AID 602229, 2012;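 active means inhibition above the mean of all tested compounds plus 3 SD, cut at about 70% in these data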;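 further: 0% = DMSO with NR2E3 transfected cells and 100% = cells lacking NR2E3 construct; higher means lower luciferase signal from less NR2E3 corepressor binding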
Target sequence (Q9Y5X4 whole entry, looked up, the tested form may be a part): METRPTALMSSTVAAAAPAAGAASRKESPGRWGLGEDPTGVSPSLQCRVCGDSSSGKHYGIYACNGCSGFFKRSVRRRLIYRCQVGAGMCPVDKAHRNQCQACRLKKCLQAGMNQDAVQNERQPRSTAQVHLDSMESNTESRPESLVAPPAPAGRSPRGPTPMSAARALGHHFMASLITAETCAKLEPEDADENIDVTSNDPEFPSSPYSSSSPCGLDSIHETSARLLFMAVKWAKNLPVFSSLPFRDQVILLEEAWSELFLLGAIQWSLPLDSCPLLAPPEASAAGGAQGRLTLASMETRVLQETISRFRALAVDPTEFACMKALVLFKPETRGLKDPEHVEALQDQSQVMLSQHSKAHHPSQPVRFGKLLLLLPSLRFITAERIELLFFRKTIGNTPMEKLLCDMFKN
NR2E3 ag-2 = inhibitors of NR2E3-RetCOR corepressor binding, primary screen, NR2E3 agonist project, biochemical, TR-FRET, GST-NR2E3, biotin-RetCOR. inhibition of corepressor binding, % at 4.78 µM. 1536-well. Photoreceptor-specific nuclear receptor (Homo sapiens), Q9Y5X4. hit rate 0.12% among 320,000. AID 2300, 2010;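 active means percent inhibition above the cutoff of mean plus 3 SD of all tested compounds, set per screening campaign, cut at about 20% in these data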;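 further: 0% = DMSO wells and 100% = biotin wells as full block of FRET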
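Test system – NR2E3–RetCOR corepressor complex · Quantity – NR2E3 fusion 1.35 nM · Buffer or medium – Tris pH 7.5 · Incubation – Compound–protein incubation for 5 h at 4 °C · Technique – TR-FRET, Eu(K)-anti-GST donor, streptavidin-D2 acceptor, ex 340, em 617/671 nm · Evaluation – percent inhibition of 671/617 nm emission ratio versus biotin and DMSO controls · Plate – 1536-well format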
Granule exo inh = LAMP-1 surface exposure blockers, TALL-104 cells – cell-based, flow cytometry, MLPCN library, primary screen; hit rate 0.66% among 360,000; TALL-104 LAMP-1 surface exposure; cells stimulated with thapsigargin and PMA; inhibition, % at 10 µM; AID 651702, 2012;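 active means inhibition above about 55%, limit read from the data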
* hit, by the source's call.

Sample of the layout (2 entries):
How did CC(=O)c1ccc(-c2cnc3c(NC=O)cc(-c4ccc(S(C)(=O)=O)cc4)cn23)cc1 do in these assays?
PDI turbidity: 5; HIF-2a block: 31; aDG glyco act: 0.0; Vif imaging: -8; CaV13 FRET inh: -6; Peg3 promoter: 35; iPSC survival up: -4.3; NR2E3 ag-1: 6; Granule exo inh: 10

What do the screens show for `CCC(C)c1ccccc1O` (stereo unspecified)?
HIF-2a block: 9; aDG glyco act: 0.0; Vif imaging: 5; Peg3 promoter: 7; MITF TRPM1 inh: 3; iPSC survival up: 2.6; NR2E3 ag-1: -12; NR2E3 ag-2: -1; Granule exo inh: -2

Results, repeating the preview:
How did CC(=O)c1ccc(-c2cnc3c(NC=O)cc(-c4ccc(S(C)(=O)=O)cc4)cn23)cc1 do in these assays?
PDI turbidity: 5; HIF-2a block: 31; aDG glyco act: 0.0; Vif imaging: -8; CaV13 FRET inh: -6; Peg3 promoter: 35; iPSC survival up: -4.3; NR2E3 ag-1: 6; Granule exo inh: 10

What do the screens show for `CCC(C)c1ccccc1O` (stereo unspecified)?
HIF-2a block: 9; aDG glyco act: 0.0; Vif imaging: 5; Peg3 promoter: 7; MITF TRPM1 inh: 3; iPSC survival up: 2.6; NR2E3 ag-1: -12; NR2E3 ag-2: -1; Granule exo inh: -2

Results for COc1cccc(NC(=O)c2ccccc2-c2nc(-c3cccc(C)c3)no2)c1 ?
PDI turbidity: -5; HIF-2a block: -101; aDG glyco act: -0.3; Vif imaging: -25; CaV13 FRET inh: 0; Peg3 promoter: -35; MITF TRPM1 inh: -21; iPSC survival up: -0.8; NR2E3 ag-1: -41; NR2E3 ag-2: 6; Granule exo inh: -1

What do the screens show for `COc1cc(/C=C2/C(=O)NN(c3cccc(Cl)c3)C2=O)cc(Br)c1O`?
PDI turbidity: 5; HIF-2a block: 12; aDG glyco act: 0.2; Vif imaging: 1; CaV13 FRET inh: 0; Peg3 promoter: 12; MITF TRPM1 inh: 0; iPSC survival up: 0.3; NR2E3 ag-1: -6; NR2E3 ag-2: 5; Granule exo inh: -27

What do the screens show for `COc1cccc(NC(=O)N2CCc3ccccc3C2)c1`?
PDI turbidity: 9; HIF-2a block: -258; aDG glyco act: 0.2; Vif imaging: -5; CaV13 FRET inh: -6; Peg3 promoter: -302; MITF TRPM1 inh: -78; iPSC survival up: -0.5; NR2E3 ag-1: -101; NR2E3 ag-2: 0; Granule exo inh: -20

What do the screens show for `O=c1cc(CSc2ccc([N+](=O)[O-])cc2)nc2sccn12`?
PDI turbidity: -3; HIF-2a block: -90; aDG glyco act: -0.2; Vif imaging: 21; CaV13 FRET inh: -7; Peg3 promoter: -47; MITF TRPM1 inh: -10; iPSC survival up: 2.2; NR2E3 ag-1: -43; NR2E3 ag-2: 1; Granule exo inh: 0

What do the screens show for `CN(CC1CCCO1)S(=O)(=O)c1ccc(C(=O)NCc2ccccc2)cc1` (stereo unspecified)?
PDI turbidity: 17; HIF-2a block: 16; aDG glyco act: 0.0; Vif imaging: -5; CaV13 FRET inh: -7; Peg3 promoter: 13; MITF TRPM1 inh: 8; iPSC survival up: 2.9; NR2E3 ag-1: -23; NR2E3 ag-2: 1; Granule exo inh: 2

Results for O=C(CCN=C1NS(=O)(=O)c2ccccc21)NCc1ccccc1F ?
PDI turbidity: 5; HIF-2a block: 4; aDG glyco act: 0.0; Vif imaging: 6; CaV13 FRET inh: -8; Peg3 promoter: 24; MITF TRPM1 inh: 12; iPSC survival up: 1.8; NR2E3 ag-1: 2; Granule exo inh: -8

What do the screens show for `Cc1ccc(NC(=O)C(C)N2CCOCC2)c(C(=O)c2ccccc2)c1` (stereo unspecified)?
PDI turbidity: 1; HIF-2a block: -1; aDG glyco act: 0.2; Vif imaging: 0; Peg3 promoter: 0; MITF TRPM1 inh: -3; iPSC survival up: -2.6; NR2E3 ag-1: -3; NR2E3 ag-2: -1; Granule exo inh: 0

What do the screens show for `COc1ccccc1COC(=O)C(NC(=O)c1ccc(C)cc1)C(C)C` (stereo unspecified)?
PDI turbidity: 1; HIF-2a block: 16; aDG glyco act: -0.3; Vif imaging: 6; CaV13 FRET inh: -13; Peg3 promoter: 10; MITF TRPM1 inh: -7; iPSC survival up: -0.1; NR2E3 ag-1: -19; Granule exo inh: 3

How did COCCCNC(=S)N1CCCN(c2nc3c(C)c(C)ccc3cc2C#N)CC1 do in these assays?
PDI turbidity: 2; HIF-2a block: 10; aDG glyco act: 0.4; Vif imaging: 14; CaV13 FRET inh: 10; Peg3 promoter: 3; MITF TRPM1 inh: 1; iPSC survival up: 0.4; NR2E3 ag-1: 2; NR2E3 ag-2: 5; Granule exo inh: 4

What do the screens show for `O=C(CSc1nnc(Cc2ccccc2)n1Cc1ccco1)NC1CCCC1`?
PDI turbidity: 0; HIF-2a block: 12; aDG glyco act: 0.0; Vif imaging: 2; CaV13 FRET inh: -9; Peg3 promoter: 14; MITF TRPM1 inh: -10; iPSC survival up: -0.8; NR2E3 ag-1: -7; NR2E3 ag-2: 3; Granule exo inh: -1

What do the screens show for `COc1ccc(S(=O)(=O)N2CCCC2CNC(=O)C(=O)NCCc2ccccc2)cc1` (stereo unspecified)?
PDI turbidity: -1; HIF-2a block: -27; aDG glyco act: 0.1; Vif imaging: 4; CaV13 FRET inh: -7; Peg3 promoter: -9; MITF TRPM1 inh: 21; iPSC survival up: 1.0; NR2E3 ag-1: -53; NR2E3 ag-2: -1; Granule exo inh: 24

How did Cc1noc(C)c1COc1ccc(C(=O)OCC(=O)Nc2ccc(C(=O)N(C)C)cc2)cc1 do in these assays?
PDI turbidity: -3; HIF-2a block: -6; aDG glyco act: 0.2; Vif imaging: 1; CaV13 FRET inh: -7; Peg3 promoter: -12; MITF TRPM1 inh: 6; iPSC survival up: 0.0; NR2E3 ag-1: 18; NR2E3 ag-2: -1; Granule exo inh: -6

How did C=CCC[C@@H](CCCCC)OC(=O)/C=C/[C@@H](O)[C@H](O)C[C@H](O)CC=C do in these assays?
HIF-2a block: 5; aDG glyco act: -0.1; CaV13 FRET inh: -7; iPSC survival up: 0.5; NR2E3 ag-1: 14; Granule exo inh: -9

Results for COC(=O)c1sccc1-c1ccc(/C=N/OC(=O)c2cccs2)o1 ?
PDI turbidity: -2; HIF-2a block: -44; aDG glyco act: 0.0; Vif imaging: 1; CaV13 FRET inh: -6; Peg3 promoter: -49; MITF TRPM1 inh: -24; iPSC survival up: -0.1; NR2E3 ag-1: -10; NR2E3 ag-2: 1; Granule exo inh: -11

Results for CC(C)Sc1nc2c(c(=O)[nH]c(=O)n2C)n1CCc1ccccc1 ?
PDI turbidity: -1; HIF-2a block: 3; aDG glyco act: 0.7; Vif imaging: -1; CaV13 FRET inh: 0; Peg3 promoter: 4; MITF TRPM1 inh: -5; iPSC survival up: 2.7; NR2E3 ag-1: 9; NR2E3 ag-2: 3; Granule exo inh: -1

What do the screens show for `O=C(Nc1ccccc1)N(CCc1ccncc1)C1CCCCC1`?
PDI turbidity: -8; HIF-2a block: 1; aDG glyco act: 0.0; Vif imaging: 9; CaV13 FRET inh: -6; Peg3 promoter: -3; MITF TRPM1 inh: -5; iPSC survival up: -2.2; NR2E3 ag-1: -28; NR2E3 ag-2: 0; Granule exo inh: 8

Results for CN(C)S(=O)(=O)c1cccc(NC(=O)COC(=O)c2ccc3ccccc3n2)c1 ?
PDI turbidity: -5; HIF-2a block: 21; aDG glyco act: -0.2; Vif imaging: 15; CaV13 FRET inh: -5; Peg3 promoter: 12; iPSC survival up: -0.2; NR2E3 ag-1: -5; Granule exo inh: 8

What do the screens show for `COc1ccc(OCC(=O)NNC(=O)Cn2c(=O)cnc3ccccc32)cc1`?
PDI turbidity: 6; HIF-2a block: 7; aDG glyco act: 0.0; Vif imaging: -1; CaV13 FRET inh: -6; Peg3 promoter: 1; MITF TRPM1 inh: 5; iPSC survival up: -0.5; NR2E3 ag-1: -21; Granule exo inh: -2

How did CC#CCN1c2ccccc2[C@]23C[C@@H](C(=O)OC)N(C(C)=O)C2=NC(C(=O)OC)=C(C(=O)OC)[C@H]13 do in these assays?
PDI turbidity: -2; HIF-2a block: 4; aDG glyco act: -0.3; Vif imaging: 1; Peg3 promoter: 1; MITF TRPM1 inh: 10; iPSC survival up: 0.3; NR2E3 ag-1: -14; NR2E3 ag-2: -2; Granule exo inh: 0

How did CCOc1ccc(S(=O)(=O)N2CCOCC2)cc1NC(=O)CSCc1ccc(C)cc1 do in these assays?
PDI turbidity: 7; HIF-2a block: 8; aDG glyco act: 0.1; Vif imaging: 14; CaV13 FRET inh: -6; Peg3 promoter: 35; iPSC survival up: -0.4; NR2E3 ag-1: -40; NR2E3 ag-2: 1; Granule exo inh: 0

How did CCOc1ccc(N(CC(=O)NC(C)C)C(=O)CCC(=O)Nc2ccccn2)cc1 do in these assays?
PDI turbidity: 2; HIF-2a block: 10; aDG glyco act: -0.1; Vif imaging: -1; CaV13 FRET inh: -4; Peg3 promoter: 9; MITF TRPM1 inh: -1; iPSC survival up: -0.1; NR2E3 ag-1: 13; NR2E3 ag-2: 3; Granule exo inh: 0

Results for C=C(C)COc1ccc2c(C)c(CC(=O)N3C[C@H]4C[C@@H](C3)c3cccc(=O)n3C4)c(=O)oc2c1 ?
HIF-2a block: -1; aDG glyco act: 0.1; Vif imaging: 8; Peg3 promoter: -6; MITF TRPM1 inh: -7; iPSC survival up: 2.8; NR2E3 ag-1: -30; NR2E3 ag-2: 4; Granule exo inh: 4

How did Cc1ccc(N=C(NO)c2nonc2N)c(C)c1 do in these assays?
PDI turbidity: 5; HIF-2a block: -46; aDG glyco act: -0.2; Vif imaging: -8; CaV13 FRET inh: -6; Peg3 promoter: -39; MITF TRPM1 inh: 13; iPSC survival up: -1.7; NR2E3 ag-1: -12; NR2E3 ag-2: 1; Granule exo inh: 6

How did O=C(CN(Cc1ccccc1)C(=O)CCC(=O)Nc1nccs1)NCc1ccco1 do in these assays?
PDI turbidity: -1; HIF-2a block: 16; aDG glyco act: -0.1; Vif imaging: 25; Peg3 promoter: 20; MITF TRPM1 inh: 1; iPSC survival up: 5.0; NR2E3 ag-1: -7; NR2E3 ag-2: 5; Granule exo inh: -1

What do the screens show for `O=C(C1CC1)N1CCC(C(O)(c2ccccc2)c2ccccc2)CC1`?
PDI turbidity: -1; HIF-2a block: 13; aDG glyco act: 0.0; Vif imaging: 10; CaV13 FRET inh: -6; Peg3 promoter: 8; MITF TRPM1 inh: 4; iPSC survival up: -0.4; NR2E3 ag-1: 3; NR2E3 ag-2: 0; Granule exo inh: 4

Hits appear at their usual frequency; about 3.5% have a hit in one of these screens.
